MsrA act: bovine methionine sulfoxide reductase A activation. purified bovine MsrA, absorbance read-out. activation, % at 10.6 µM. 360,000 tested, 0.3% active. AID 602163; in the data active means activation above about 7.5%;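 further: 0% = vehicle and 100% = reference activator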
SUMO1 PPI mod: modulators of human SUMO1-mediated protein-protein interactions; P63165; SUMO1 binding to a labelled peptide, TR-FRET, 1 h; inhibition, % at 20 µM; 360,000 tested, 0.33% active; in the data active means inhibition above about 37%
Target sequence (P63165 whole entry, looked up): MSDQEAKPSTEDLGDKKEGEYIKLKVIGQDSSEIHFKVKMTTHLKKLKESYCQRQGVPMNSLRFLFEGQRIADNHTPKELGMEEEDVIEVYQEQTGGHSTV
Scp-1 inhibitor: inhibitors of human Scp-1 phosphatase; Recombinant Scp1, phosphopeptide, malachite green phosphate absorbance; 340,000 tested, 0.88% active; inhibition, % at 20 µM; Q9GZU7;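 active means inhibition above about 50% at 20 µM, limit read from the data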;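 further: plate controls were DMSO wells with enzyme for no effect and wells lacking enzyme for full effect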
Target sequence (Q9GZU7 76-261 limits assumed): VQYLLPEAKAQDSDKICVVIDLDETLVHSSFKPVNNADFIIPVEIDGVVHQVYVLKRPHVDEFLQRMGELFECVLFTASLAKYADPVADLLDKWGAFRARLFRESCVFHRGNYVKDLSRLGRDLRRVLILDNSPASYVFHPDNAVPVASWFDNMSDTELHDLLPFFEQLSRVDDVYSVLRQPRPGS
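System: SCP-1 catalytic domain; Reagent: Phospho 17-mer peptide substrate; Doses: one concentration, 20 µM, with 1.0% DMSO; Incubation: 45 min room-temperature reaction, 5 min colour, 30 min stabiliser; Signal: Phosphate-binding colour reagent, absorbance read at 630 nm.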
DNMT1 block: DNMT1 (human) enzyme inhibition; P26358; 360,000 tested, 0.83% active; AID 588458; DNMT1 molecular beacon, Hinp1I cleavage, fluorescence; inhibition (reported as % activation of signal), % at 10 µM; in the data active means inhibition above about 50%
MsrA inhibitor: inhibits bovine methionine sulfoxide reductase A; purified bovine MsrA, absorbance read-out; inhibition, % at 15.5 µM; 360,000 tested, 0.75% active; AID 651718; in the data active means inhibition above about 4.5%;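 further: 0% = vehicle wells with enzyme and 100% = reference inhibitor wells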
LMPTP inh: blocks human LMPTP phosphatase; inhibition, % at 20 µM; 360,000 tested, 0.22% active; P24666; recombinant LMPTP-A, OMFP fluorogenic substrate, fluorescence intensity;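 active means compounds that cut the enzyme signal by at least half of the control window in the single-dose screen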;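 further: plate controls were DMSO wells with enzyme plus substrate for no effect and substrate without enzyme for full effect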
Target sequence (P24666 whole entry, looked up): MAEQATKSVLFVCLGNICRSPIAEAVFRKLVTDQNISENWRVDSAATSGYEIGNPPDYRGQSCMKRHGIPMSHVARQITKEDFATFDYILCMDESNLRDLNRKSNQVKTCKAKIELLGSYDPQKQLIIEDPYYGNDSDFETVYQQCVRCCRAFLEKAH
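Assay system: LMPTP-A phosphatase enzyme | Input: 0.625 nM enzyme | Also added: Fluorogenic phosphatase substrate OMFP at 400 µM final | Compound dosing: One test concentration per compound, 20 µM, with 3% DMSO overall | Schedule: 50 min enzyme reaction at room temperature, protected from light | Signal: Fluorescence intensity | Benchmarks: no-enzyme and uninhibited controls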
NRP1-CendR mod: NRP-1/CendR interaction modulation | FAM-RPARPAR peptide binding to NRP-1, fluorescence polarization | inhibition, % at 25 µM | O14786 | AID 602438 | 360,000 tested, 0.85% active;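 active means inhibition or corrected inhibition above about 18%, plus a signal ratio from 0.5 to 1.5, limit read from the data, passing the limit was not always enough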; further: strong numbers were not always called active
eLon inh: inhibitors of E. coli Lon protease; P0A9M0; purified E. coli Lon protease, fluorescence polarization; inhibition, % at 7.94 µM; 360,000 tested, 0.42% active; in the data active means inhibition above about 13%, passing the limit was not always enough;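 further: 0% = enzyme with probe and DMSO and 100% = no enzyme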
Tb MetRS inh: Trypanosoma brucei MetRS inhibition; purified T. brucei MetRS, ATP depletion, Kinase-Glo luminescence; inhibition, % at 11.9 µM; 360,000 tested, 0.4% active; AID 624268;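 active means inhibition above a per-plate cutoff of the control wells' mean inhibition plus 3 SD, cut at about 5.5% in these data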;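 further: 0% = DMSO wells median and 100% = median of wells with control inhibitor compound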
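Material: parasite MetRS enzyme / Replication: singlicate, one well per compound / Signal: luminescence of leftover ATP / Schedule: 2 h aminoacylation at 25 °C after 15 min preincubation / Medium: HEPES-MgCl2-KCl buffer plus DTT, spermine, BSA, pyrophosphatase / Doses: 11.9 µM single point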
STEP inh: inhibitors of human striatal-enriched phosphatase STEP | AID 588621 | P54829 | recombinant STEP, OMFP fluorogenic substrate, fluorescence | inhibition, % at 20 µM | 360,000 tested, 0.25% active;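 active means inhibition at 20 µM, scaled per plate between control wells, above about 37%, limit read from the data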;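 further: 0% = DMSO with enzyme and substrate and 100% = substrate only without enzyme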
Target sequence (P54829 whole entry, looked up): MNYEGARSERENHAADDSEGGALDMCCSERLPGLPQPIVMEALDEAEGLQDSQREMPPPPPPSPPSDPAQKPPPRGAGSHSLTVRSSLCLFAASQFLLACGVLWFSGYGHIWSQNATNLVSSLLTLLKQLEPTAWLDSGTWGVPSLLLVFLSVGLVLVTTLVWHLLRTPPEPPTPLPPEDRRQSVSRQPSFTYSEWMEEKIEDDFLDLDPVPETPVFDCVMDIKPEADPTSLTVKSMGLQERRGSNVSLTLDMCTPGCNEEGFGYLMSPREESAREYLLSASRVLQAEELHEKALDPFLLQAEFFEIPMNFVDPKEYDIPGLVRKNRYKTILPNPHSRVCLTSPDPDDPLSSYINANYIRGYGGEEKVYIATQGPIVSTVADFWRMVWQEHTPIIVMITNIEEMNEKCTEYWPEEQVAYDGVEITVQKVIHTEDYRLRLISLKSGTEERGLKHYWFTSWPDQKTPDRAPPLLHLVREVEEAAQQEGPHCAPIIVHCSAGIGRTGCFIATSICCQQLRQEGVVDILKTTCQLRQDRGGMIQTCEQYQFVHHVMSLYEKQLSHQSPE
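Material: STEP (striatal-enriched tyrosine phosphatase) enzyme, cell-free | Medium: 50 mM Bis-Tris pH 6.0 with 2.5 mM DTT and 0.005% Tween 20 | Read-out: Percent inhibition scaled to no-enzyme and uninhibited-enzyme controls, plate-pattern corrected | Signal: Fluorescence read at 480 nm ex / 540 nm em | Times: 20 min reaction, room temperature, in the dark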
The depositor's hits bear a star; x = not tested or not shown.

MsrA act,SUMO1 PPI mod,Scp-1 inhibitor,DNMT1 block,MsrA inhibitor,LMPTP inh,NRP1-CendR mod,eLon inh,Tb MetRS inh,STEP inh,Structure
-4,4,-2,2,2.2,21,-5,-3,0.1,2,CC1(C)CC2CC(C)(CN2c2ncnc3ccccc23)C1 (centres undefined)
-2,-1,6,-7,0.2,1.4,0,7,-1.4,0,CCN(CC)c1ncnc2c1ncn2Cc1c(Cl)cccc1Cl
-3,-16,-9,14,0.6,-6.9,-10,-8,-0.3,3,CN1CCN(CCCNc2nc3ccccc3c3nc(-c4ccccc4)nn23)CC1
-2,5,2,15,1.5,9.6,0,-4,-0.2,0,COc1ccc(C(=O)N/C(N)=N/c2nc3ccccc3o2)cc1
-3,-31,-3,1,-0.6,0.3,7,-3,1.3,3,O=[N+]([O-])c1cccc(-c2cnc3ccccc3n2)c1
-2,2,-3,3,-0.6,-1.2,-6,11,-0.3,3,COc1ccc(C(=O)OCC(=O)NC2CCCCCC2)c(OC)c1
2,18,-10,8,-1.7,2.6,2,1,-0.5,6,CS(=O)(=O)N(CC(=O)N1CCN(Cc2ccccc2)CC1)c1cccc(Cl)c1
-1,1,-11,-1,2.1,-0.3,6,-2,-0.5,1,Cc1noc(C)c1COc1ccc(C(=O)N2CCN(S(=O)(=O)c3ccccc3)CC2)cc1
-3,-3,-10,-11,0.3,8.7,-10,4,-0.3,5,Cc1nn(-c2ccccc2)c2sc(C(=O)N3CCc4ccccc4C3)cc12
-2,0,x,1,-2.2,-1.7,2,7,-0.1,-4,O=C(NC1CC1)c1ccc2nc([C@H]3C[C@H](O)[C@@H](CO)O3)[nH]c2c1
-2,0,-7,-1,0.3,-1.1,8,-6,0.7,0,Cc1cccc(NS(=O)(=O)c2ccc(Cl)cc2)n1
0,2,0,3,-0.1,0.6,-6,-13,-0.2,2,c1cc(C2CCN(Cc3nc(-c4ccc5c(c4)OCO5)no3)CC2)ccn1
-1,0,-13,-20,1.4,3.7,-7,10,-0.2,-2,O=C(Nc1cccc(Cl)c1)c1cc(S(=O)(=O)NCCc2ccc(Cl)cc2)ccc1F
0,0,-4,5,0.2,-0.9,-8,2,-0.5,-3,CCOC(=O)C1C(=O)NC(N2CCN(c3ccccc3)CC2)=NC1c1ccccc1 (centres undefined)
-2,1,-3,6,0.8,-1.9,10,1,0.4,0,Cc1ccc(S(=O)(=O)N2[C@@H](c3ccc(F)cc3)C(C(=O)O)=CC[C@H]2c2cccs2)cc1
3,3,-13,-3,2.2,-0.1,5,11,-0.4,0,Cn1c(N)c(C(=O)COC(=O)C2(c3ccc(F)cc3)CCCC2)c(=O)n(C)c1=O
1,0,-3,1,0.8,-0.3,12,-15,-0.4,0,O=S(=O)(c1ccc(Cl)s1)N1CCN(c2ncccn2)CC1
-1,0,-5,-1,0.5,0.0,3,3,-0.7,-1,CN(c1ccc(C(=O)NCc2ccccc2)cc1)S(C)(=O)=O
3,5,3,5,-1.1,0.1,-11,-2,0.2,3,Cc1ccc(-c2nn3c(C)nnc3c3ccccc23)cc1S(=O)(=O)NCc1ccco1
1,0,-1,-1,1.4,0.1,6,-2,-0.2,1,COc1ccc(CCNc2ccc(S(N)(=O)=O)cn2)cc1

3 structures from above, ordered by SMILES length, ascending.
MsrA act,SUMO1 PPI mod,Scp-1 inhibitor,DNMT1 block,MsrA inhibitor,LMPTP inh,NRP1-CendR mod,eLon inh,Tb MetRS inh,STEP inh,Structure
-2,5,2,15,1.5,9.6,0,-4,-0.2,0,COc1ccc(C(=O)N/C(N)=N/c2nc3ccccc3o2)cc1
3,3,-13,-3,2.2,-0.1,5,11,-0.4,0,Cn1c(N)c(C(=O)COC(=O)C2(c3ccc(F)cc3)CCCC2)c(=O)n(C)c1=O
-2,1,-3,6,0.8,-1.9,10,1,0.4,0,Cc1ccc(S(=O)(=O)N2[C@@H](c3ccc(F)cc3)C(C(=O)O)=CC[C@H]2c2cccs2)cc1

Reprinted at random: three compounds from above.
MsrA act,SUMO1 PPI mod,Scp-1 inhibitor,DNMT1 block,MsrA inhibitor,LMPTP inh,NRP1-CendR mod,eLon inh,Tb MetRS inh,STEP inh,Structure
-3,-16,-9,14,0.6,-6.9,-10,-8,-0.3,3,CN1CCN(CCCNc2nc3ccccc3c3nc(-c4ccccc4)nn23)CC1
-2,2,-3,3,-0.6,-1.2,-6,11,-0.3,3,COc1ccc(C(=O)OCC(=O)NC2CCCCCC2)c(OC)c1
-2,0,-7,-1,0.3,-1.1,8,-6,0.7,0,Cc1cccc(NS(=O)(=O)c2ccc(Cl)cc2)n1

Additional structures follow.
MsrA act,SUMO1 PPI mod,Scp-1 inhibitor,DNMT1 block,MsrA inhibitor,LMPTP inh,NRP1-CendR mod,eLon inh,Tb MetRS inh,STEP inh,Structure
-4,1,-7,1,-0.6,-0.9,-11,-7,-1.7,0,O=C(Nc1cccc2ccccc12)NC1CCCCC1
-4,2,2,-2,-0.3,-0.7,4,-3,0.2,8,COC(=O)c1cc(Cl)c(NC(=O)Cc2ccccc2)cc1OC
1,3,-6,4,0.0,0.6,0,-9,0.0,1,COc1ccc(C(=O)NCc2nnc(SCC(=O)c3ccccc3)o2)cc1
-4,-2,0,4,-1.9,-2.0,-6,6,-1.0,-2,CC(C)Sc1nc2c(cnn2-c2ccc(Cl)cc2)c(=O)[nH]1
-1,2,-3,2,0.0,-1.9,-4,-2,1.0,3,Cc1ccnc(N2C(=O)C3C4CC(C(Br)C4Br)C3C2=O)c1 (centres undefined)
-3,0,-2,-1,-0.2,-0.3,-1,2,0.7,0,COc1ccc(Cc2nnc(SCC(=O)N3CCCC3)o2)cc1
-1,-7,0,-9,x,3.2,7,1,0.0,5,CC(C)Oc1ccc(/C=N/NC(=O)C(CSCc2ccccc2)NC(=O)c2ccc([N+](=O)[O-])cc2)cc1 (centres undefined)
-10,-14,2,-6,1.1,-0.8,-6,2,-1.6,1,CCn1nnc(NC(=O)c2ccc(-c3ccc(Cl)cc3)o2)n1
-3,6,-14,-3,0.4,-1.2,-54,-13,2.7,-2,NC(=O)c1c(NC(=O)Cc2ccccc2)sc2c1CCN(Cc1ccccc1)C2
-8,-10,9,9,0.4,1.8,5,-8,-1.0,2,O=C(CSc1nc(Cc2ccccc2)nc2ccccc12)Nc1ccc2c(c1)OCCO2
-5,2,4,0,0.1,-0.9,7,6,-0.7,-1,Cc1cc(NC(=O)CN2C(=O)NC(C)(c3ccc(Cl)cc3)C2=O)no1 (centres undefined)
-1,-11,3,-4,1.0,1.0,-1,-11,-0.1,1,O=C(CC1Nc2ccccc2NC1=O)Nc1ccc2c(c1)OCO2 (centres undefined)
-1,1,-5,-3,2.9,0.2,3,4,0.1,2,COc1cc(NC(=O)CCCl)cc(-n2cnnn2)c1
-2,0,-8,1,1.0,0.6,-2,1,1.5,9,Cc1c(O)ccc(/C(Cc2ccc3ccccc3n2)=N\O)c1O
0,1,-2,0,0.1,-0.7,5,-5,-0.3,0,CN(Cc1ccccc1)C(=O)c1ccccc1NC(=O)C1=CSCCO1
-4,-4,-7,0,-0.2,-0.1,6,-14,0.2,1,COc1ccc(Cc2nc3ccc(C(=O)N(C)CCc4cnn(C)c4)cc3o2)cc1OC
-1,-2,5,3,-0.1,-0.3,10,-4,-0.3,1,CCC(C)[C@H]1COCCS(=O)(=O)N1Cc1ccccc1 (some centres undefined)
-4,0,-7,-3,1.0,0.4,9,1,-0.6,2,Cc1ccc(S(=O)(=O)N2CCN(C(=O)c3cccs3)CC2)c(C)c1
-1,-19,-14,0,0.1,-0.2,0,-6,-0.6,-1,COc1ccccc1NC(=O)COC(=O)/C=C/c1ccccc1[N+](=O)[O-]
-1,-3,-10,-1,0.9,0.6,4,-5,-0.6,1,CCCCOC(=O)CSC(=S)N(C)Cc1cccs1
-12,2,0,-3,0.3,0.8,3,5,-0.8,1,CN(CCCNC(=O)C1CCC(=O)N1Cc1ccccc1Cl)c1ccccc1 (centres undefined)
-1,2,-2,1,0.0,-0.7,-7,-7,0.5,-2,COc1cccc(C(C(=O)NC2CCCCC2)N(C(=O)CNC(=O)c2ccco2)c2cccnc2)c1 (centres undefined)
-3,4,-7,2,1.0,-0.7,0,-2,-0.1,0,C/C(=N\NC(=O)c1ccc2c(c1)OCO2)c1ccc(NS(C)(=O)=O)cc1
-2,14,x,-10,x,0.1,16,2,-0.4,2,COc1ccccc1N=NNc1ccc(S(=O)(=O)NC(C)=O)cc1
-20,-1,-4,10,12*,-1.4,3,-5,-0.8,-2,O=C(NCCc1c[nH]c2ccccc12)OCCSS(=O)(=O)O
-10,-19,-2,-1,1.7,-0.5,-9,-10,-0.6,0,O=C1Nc2cc(C(=O)NCC3CCCO3)ccc2S/C1=C/c1ccccc1F (centres undefined)
-10,-12,9,1,2.2,0.9,-4,-4,-0.6,-3,COc1ccc(/C=C2/N=C3CCCCCN3C2=O)cc1
-11,-16,x,1,9.1*,0.1,-73,-18,-0.3,0,COc1ccc(C=C2OC(=O)C(C(C)=O)=C2O)cc1
-2,-5,-4,-3,0.5,0.6,18,2,0.2,-1,O=C1CC(NC23CC4CC(CC(C4)C2)C3)C(=O)N1c1ccc2c(c1)OCO2 (centres undefined)
-1,3,-7,1,-0.2,-0.4,-1,2,-0.3,120*,CC1=C(C(=O)OC(C)C)[C@@H](c2ccc(C)o2)NC(=O)N1
2,9,-13,0,1.4,1.3,17,2,-0.1,1,CCCCNc1nc(CC)c2c(c1C#N)CCCC2
-1,4,-8,9,-0.7,-2.4,-3,5,-0.1,1,C[C@H](CO)N1C[C@H](C)[C@@H](CN(C)S(C)(=O)=O)Oc2c(NC(=O)C3CC3)cccc2C1=O
-4,1,-7,-4,-0.5,-0.5,-13,2,0.2,-4,N=c1ccccn1CC(O)COc1ccccc1 (centres undefined)
-5,3,-10,-24,1.0,4.9,-13,-2,-0.6,-4,COc1ccc(/C=C/C(=O)c2ccc(O)cc2)cc1COc1ccc(F)cc1
-3,-7,-3,2,-0.8,-0.2,-1,7,-0.6,-1,CC(=O)Nc1ccc(Cl)c(-c2nc3ncccc3o2)c1
-3,5,-7,-3,0.2,14,1,0,-0.2,0,O=C(Nc1ccc2c(c1)OCO2)c1cc(Cl)ccn1
0,9,0,-4,0.9,3.8,-15,4,-0.2,6,CCCNC(=O)c1ccc(N2CCC3(CC2)CC(c2cccc(Br)c2)=NO3)c(NC(=O)c2cccc(C)c2)c1
0,-3,-4,0,-1.6,-1.8,-1,1,-0.7,1,NC(=S)Nc1cccc(Cl)c1
-2,8,0,-9,0.0,2.4,-9,1,-1.0,4,CCOCCN1CCN(c2c(C)c(C)nc3cc(-c4cc(OC)cc(OC)c4)nn23)CC1
-2,-48,-9,-9,0.5,3.3,-10,-5,-0.1,0,Cc1cccc(N(Cc2cc3ccc(C)cc3[nH]c2=O)S(=O)(=O)c2ccccc2)c1

Screening results as filed in PubChem BioAssay.

Random draw from the library; about 4.3% have a hit in one of these screens.
